# Dengue-2 NS5 capping: Dengue-2 NS5 methyltransferase inhibitors, primary screen, biochemical, confirmation dose response (AID 588689) | Dengue-2 NS5 methyltransferase capping enzyme assay, biochemical; higher % means a stronger effect | inhibition, % at 25 µM, or IC50 in µM where a hit was titrated | 340,000 tested, 0.3% active; in the data active = a potency from the dose series; inconclusive = inhibition above about 29% without an active follow-up result
# RSV antiviral HEp-2: RSV antiviral activity via CPE protection, HEp-2 cells, primary 10 µM value included (AID 2391) | HEp-2 cells, RSV-induced CPE inhibition; higher % means a stronger effect | one-dose CPE inhibition, % at 10 µM; IC50 in µM for titrated hits | 310,000 tested, 0.13% active; in the data active = a potency from the dose series; inconclusive = CPE inhibition mostly from about 23% at the one dose, without a potency; inactive = the rest, 99 in 100 with CPE inhibition below about 21%; note: strong numbers were not always called active
# LYP phosphatase: inhibitors of LYP phosphatase, biochemical, fluorescence intensity, uHTS (AID 1779); recombinant LYP phosphatase, fluorescence intensity; higher % means a stronger effect; one-dose inhibition, % at 11.5 µM; IC50 in µM for titrated hits; 290,000 tested, 0.054% active; in the data active = inhibition above about 50%;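 note: plate controls were vehicle with enzyme for no effect and no enzyme for full effect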
# Siah-1 displacement: blockers of Siah-1 interaction with plectin peptide – biochemical, fluorescence polarization, rhodamine-plectin, uHTS, primary screen (AID 1817). Siah-1 / rhodamine-plectin peptide fluorescence polarization; higher % means a stronger effect. displacement, % at 20 µM; hits with a dose series show IC50 in µM. 290,000 tested, 0.02% active;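 active = displacement of at least 50% at 20 µM, with a fluorescence ratio check between 0.3 and a set limit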;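 note: plate controls were Siah plus tracer with DMSO for no effect and tracer alone without Siah for full effect; strong numbers were not always called active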
# XIAP displacement: small molecules displacing peptide from XIAP – biochemical, IAP family, fluorescence polarization (AID 1018) | 200,000 tested, 0.007% active | one-dose displacement, % at 20 µM; IC50 in µM for titrated hits | XIAP BIR domain, fluorescence polarization peptide displacement; higher % means a stronger effect; in the data active = displacement above about 50%; note: a part of the inactive calls stands beside numbers as strong as those of hits
# AID2073: disruptors of CaV2.2 binding to Mint1 – biochemical, HTRF (AID 2073); one-dose inhibition, % at 20 µM; IC50 in µM for titrated hits; 290,000 tested, 0.19% active; HTRF protein-protein interaction, Mint1-CaV2.2; higher % means a stronger effect; in the data active = inhibition mostly above about 51%, no sharp cut-off; inconclusive = no clear call, values can overlap the other calls; inactive = mostly below about 53%; note: some results filed as inactive read as strong as hits
# Rac1 GTP hydrolysis: MgcRacGAP GTPase-activating activity inhibitors, confirmation, biochemical, ADP Hunter fluorescence; MgcRacGAP-stimulated Rac1 GTP hydrolysis, ADP Hunter fluorescence; higher % means a stronger effect; GST-tagged Rac1 F28L mutant substrate; one-dose inhibition, % at 30 µM; IC50 in µM for titrated hits; 340,000 tested, 0.6% active; AID 624330;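 active = first-screen hits whose inhibition reached a set limit at any dose in the follow-up dose series; inconclusive = inhibition above the set first-screen limit but never retested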;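 note: fluorescence reports GDP produced by GAP-driven GTP hydrolysis; strong numbers were not always called active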
# HIV peptide binding: cell-free HIV fusion peptide-binding blockers – biochemical, uHTS, fluorescence dequenching, primary screen (AID 1986); cell-free peptide binding, fluorescence dequenching, 30 min; higher % means a stronger effect; one-dose inhibition, % at 20 µM; IC50 in µM for titrated hits; 290,000 tested, 0.3% active; in the data active = inhibition mostly above about 52%, no sharp cut-off; inactive = mostly below about 76%; note: some results filed as inactive read as strong as hits
# SV40 large T antigen: TAg ATPase/helicase activity blockers – biochemical (AID 1903); 310,000 tested, 0.39% active; one-dose inhibition, % at 20 µM; IC50 in µM for titrated hits; SV40 large T antigen ATPase/helicase inhibition assay; higher % means a stronger effect; in the data active = a potency from the dose series; inconclusive = inhibition mostly from about 32% at the one dose, without a potency; inactive = the rest, 99 in 100 with inhibition below about 32%; note: strong numbers were not always called active
# Dengue-2 NS5 capping pilot replicate: also measured in Dengue-2 NS5 capping; calls as there; inhibition, %; measured here: pilot screen replicate inhibition
# An asterisk follows results filed as active; ? = inconclusive; . = not tested or not shown.
SMILES,Dengue-2 NS5 capping,RSV antiviral HEp-2,LYP phosphatase,Siah-1 displacement,XIAP displacement,AID2073,Rac1 GTP hydrolysis,HIV peptide binding,SV40 large T antigen,others
O=c1[nH]nc(-c2ccc(F)cc2)cc1Cc1ccccn1,.,1.1%,-4%,-3%,.,-12%,.,-1.1%,4%,
C=CCn1c(C)cc(C)c(C#N)c1=O,2%,1.8%,-7%,-4%,-6.5%,-9%,2%,-1.6%,13%,Dengue-2 NS5 capping pilot replicate=4.7
CCOC(=O)C1CCCN(S(=O)(=O)c2cc(Br)cc3c2N(C(=O)C2CC2)CC3)C1 (stereo not drawn),-2%,?,2%,-1%,-8.3%,7%,2%,-1.6%,-25%,
O=C(CSc1ccc2nnc(CCNC(=O)c3ccc(F)cc3)n2n1)NCc1ccco1,-2%,0.6%,-6%,-2%,.,9%,6%,-0.2%,-4%,
COc1ccc(CNC(=O)C2CCN(S(=O)(=O)N3CC(C)CC(C)C3)CC2)cc1 (stereo not drawn),-3%,1.0%,-6%,1%,.,0%,4%,1.5%,11%,
O=C(COc1ccc(C(=O)c2ccccc2)cc1)Nc1cccnc1,-4%,0.5%,-12%,-1%,.,0%,7%,-2.5%,8%,
COc1ccccc1NC(=O)NC(=O)N(C(C)C)S(C)(=O)=O,-3%,6.3%,-10%,-1%,-5.0%,-8%,6%,-1.6%,6%,
COc1ccc(NC(=O)Nc2cc(C)ccc2OC)cc1,-12%,4.1%,-1%,-2%,-5.9%,-6%,0%,-0.9%,4%,
COc1ccc(CNC(=O)[C@H](C)NC(=O)C2CCN(C(=O)[C@H](CCSC)NC(=O)OC(C)(C)C)CC2)cc1,-11%,-0.3%,-3%,0%,.,7%,-4%,0.6%,.,
CCOC(=O)N1CCC(NC(=O)c2cc3c(-c4ccc(OC)c(OC)c4)nn(C)c3s2)CC1,7%,2.0%,2%,2%,2.0%,13%,8%,-1.4%,4%,
Cc1cc2ccccc2n1CCNC(=O)Cc1cccc2ccccc12,3%,3.7%,4%,-4%,-11%,34%,2%,17%,3%,
Cc1onc(-c2ccccc2)c1C(=O)N/N=C/C(Br)=C/c1ccccc1,-5%,11%,3%,11%,-6.8%,-15%,7%,-0.7%,-3%,
COC(=O)CCCCC1SCC(NC(=O)c2ccccc2)C1=O (stereo not drawn),6%,2.3%,-6%,0%,-3.0%,25%,7%,0.0%,10%,
COc1ccc(NC(=O)CSc2nnc(-c3ccccn3)n2N)cc1,-3%,2.2%,-8%,-2%,-5.1%,-4%,9%,5.8%,8%,Dengue-2 NS5 capping pilot replicate=-7.9
CCN1CCN(CC(=O)Nc2cc(F)ccc2C)CC1,-2%,3.0%,2%,-1%,-9.0%,2%,5%,8.0%,1%,
O=C(COC(=O)CNC(=O)c1ccco1)Nc1ccccc1OC(F)F,-2%,1.1%,-4%,-1%,1.0%,10%,9%,-0.6%,12%,
C=CS(=O)(=O)c1ccc(Oc2ccc(S(=O)(=O)C=C)cc2)cc1,-1%,-1.7%,2%,2%,-2.1%,1%,17%,4.8%,?,
Cc1nn(C(=O)c2ccco2)c(C)c1CN1C(=O)c2ccccc2C1=O,4%,1.6%,-6%,-4%,-5.1%,3%,6%,-2.1%,-2%,
CC1=CC(C)(C)N2C(=O)C3(C(C#N)=C(N)Oc4cc(O)ccc43)c3c(C)c(C)cc1c32 (stereo not drawn),-1%,-3.8%,2%,1%,-3.1%,2%,5%,3.1%,4%,
Cc1cc(OC(C)C(=O)N2C[C@H]3C[C@@H](C2)c2cccc(=O)n2C3)c2c(C)c(C)c(=O)oc2c1 (stereo partly drawn),-7%,0.6%,-10%,-1%,.,18%,3%,-1.2%,.,
Cc1ccc(C(=O)NCCCNc2ccccc2[N+](=O)[O-])cc1,2%,-1.6%,2%,-7%,-3.4%,20%,7%,-2.7%,22%,
CCOC(=O)c1cnn(-c2c(Cc3ccccc3)c(C)nc3c(-c4ccccc4)c(C)nn23)c1N,2%,-0.9%,4%,-1%,-8.7%,14%,-5%,0.5%,-1%,
Cc1ccc(Nc2nc3ccccc3s2)cc1,-2%,6.5%,-2%,2%,-56%,-2%,6%,0.7%,9%,
O=C(Nc1ccccc1N1CCOCC1)c1cc2c(s1)CCCCC2,9%,48%,-1%,12%,-3.0%,15%,4%,-1.8%,8%,
Cc1cccc(NC(=O)CSc2nc3nc(C)cc(C)n3n2)c1,-5%,2.7%,-8%,2%,.,-7%,9%,1.2%,8%,
# The list continues:
SMILES,Dengue-2 NS5 capping,RSV antiviral HEp-2,LYP phosphatase,Siah-1 displacement,XIAP displacement,AID2073,Rac1 GTP hydrolysis,HIV peptide binding,SV40 large T antigen,others
CC(C)NC(=O)/C(=C\c1cccc([N+](=O)[O-])c1)NC(=O)c1ccccc1,-1%,0.0%,-13%,2%,-1.9%,6%,-1%,-0.4%,9%,
O=C(Nc1cccc(S(=O)(=O)N2CCCCC2)c1)c1ccc(S(=O)(=O)C(F)F)cc1,-2%,16%,4%,1%,-8.4%,7%,8%,-1.8%,4%,
Cc1cc(C)c2cc3c(N)c(C(=O)N4CCc5ccccc5C4)sc3nc2c1,0%,-1.6%,-2%,5%,-6.1%,15%,9%,7.2%,4%,
Cc1cc(C)cc(NC(=O)N2CCCC2C(=O)NCc2ccco2)c1 (stereo not drawn),4%,1.3%,-9%,-1%,-8.7%,2%,4%,-0.5%,-1%,
COc1ccccc1NC(=O)c1cccc2c(Br)cccc12,-3%,9.2%,-10%,-5%,.,7%,8%,0.2%,1%,Dengue-2 NS5 capping pilot replicate=0.6
Cc1cc(C)n(C(=O)C(C(=O)c2ccccc2)C(C)C)n1 (stereo not drawn),-1%,1.1%,-9%,-1%,-5.1%,0%,5%,-0.7%,6%,
COc1cccc(CNC(=O)Cn2c(=O)c3cccn3c3ccccc32)c1,1%,1.1%,-6%,8%,.,13%,9%,7.6%,20%,
CCOC(=O)c1[nH]cnc1C(=O)Nc1cccc(Cl)c1,3%,-0.7%,-6%,4%,-5.9%,6%,3%,-0.1%,3%,
Cc1cc(NC(=O)Cc2ccccc2)nc2c1c(=O)oc1ccccc12,-4%,0.5%,-7%,-2%,-5.7%,47%,-1%,0.5%,-3%,
CCOc1ccc(S(=O)(=O)n2cnc3cc(C)c(C)cc32)cc1,-3%,1.6%,0%,4%,0.6%,12%,3%,0.7%,20%,
CSc1cccc(NC(=O)CSc2ccc(C)cc2)c1,-6%,0.5%,-4%,2%,-2.7%,-4%,0%,1.4%,3%,
Cc1cccc(NC(=O)CSc2nc3ccc(N4C(=O)c5ccccc5C4=O)cc3s2)c1C,-7%,5.7%,-3%,9%,-10%,10%,10%,1.5%,7%,
O=C(Nc1nc(-c2cccnc2)cs1)c1ccccc1Cl,-8%,-1.4%,-4%,0%,-5.0%,42%,8%,-1.0%,6%,
COc1ccc(C(=O)CSc2nnc(CN3CCCCC3)n2-c2ccc(F)cc2)cc1,-10%,-0.5%,1%,2%,-13%,-1%,6%,2.0%,1%,
CCCCC1(C)Cc2ccccc2C(=S)N1 (stereo not drawn),-4%,0.1%,-3%,0%,1.3%,1%,7%,-1.9%,2%,
COc1ccc(-c2cc(=O)c3ccccc3[nH]2)cc1,-6%,1.0%,-2%,5%,-7.6%,0%,0%,-1.6%,6%,
Cc1ccc(-c2noc(CNC(=O)c3ccoc3C)n2)cc1,0%,2.6%,-8%,1%,.,8%,7%,1.0%,14%,
Cc1nc2ncnn2c(N2CCN(C(=O)c3cccc(F)c3)CC2)c1C,-9%,2.1%,-4%,5%,-5.0%,12%,0%,1.2%,25%,
COc1cc(NC(=O)c2ccc(Br)cc2)c(OC)cc1NC(=O)c1ccccc1,8%,1.4%,-2%,2%,.,34%,12%,0.0%,6%,
CCC(=O)N1CCN(c2ccccc2NC(=O)Cc2ccccc2)CC1,1%,2.2%,-7%,-1%,-4.8%,1%,10%,-0.6%,15%,
O=C(NNc1ccccc1[N+](=O)[O-])Nc1ccc(Cl)c(Cl)c1,6%,6.5%,2%,-4%,-23%,0%,7%,3.9%,20%,
COc1ccc(NC(=O)Cn2cc(C(C)=O)c3ccccc32)cc1,-9%,0.5%,-12%,-1%,.,7%,-5%,-3.0%,6%,Dengue-2 NS5 capping pilot replicate=-4.6
CC(C)NS(=O)(=O)c1ccc(OCC(=O)N2CCN(c3ccccc3)CC2)cc1,0%,0.5%,-8%,8%,-0.5%,-10%,-3%,0.1%,11%,
CCc1nnc(N/N=C/c2ccccc2Cl)n1N,1%,0.6%,-8%,5%,-2.2%,12%,4%,0.1%,-7%,
O=C(Cc1c[nH]c2ccccc12)N1CCc2ccccc21,4%,6.1%,7%,0%,-12%,6%,3%,-0.9%,12%,
CCOC(=O)c1ccc(CC(=O)c2ccc(O)c(O)c2O)o1,34µM*,.,1%,9%,-2.2%,71%,-74%,33%,16%,
CCOC(=O)C1CCCN(C/C(O)=C(\C#N)c2nc(-c3ccc(Cl)cc3)cs2)C1 (stereo not drawn),-1%,13%,6%,3%,-3.8%,-8%,11%,5.5%,16%,
Cc1cccc(OCC(=O)N(Cc2ccco2)C2CCS(=O)(=O)C2)c1 (stereo not drawn),-1%,0.3%,-14%,-6%,.,7%,-2%,1.9%,6%,

# Molecules listed so far that have fluorine (7):
SMILES,Dengue-2 NS5 capping,RSV antiviral HEp-2,LYP phosphatase,Siah-1 displacement,XIAP displacement,AID2073,Rac1 GTP hydrolysis,HIV peptide binding,SV40 large T antigen,others
O=c1[nH]nc(-c2ccc(F)cc2)cc1Cc1ccccn1,.,1.1%,-4%,-3%,.,-12%,.,-1.1%,4%,
O=C(CSc1ccc2nnc(CCNC(=O)c3ccc(F)cc3)n2n1)NCc1ccco1,-2%,0.6%,-6%,-2%,.,9%,6%,-0.2%,-4%,
CCN1CCN(CC(=O)Nc2cc(F)ccc2C)CC1,-2%,3.0%,2%,-1%,-9.0%,2%,5%,8.0%,1%,
O=C(COC(=O)CNC(=O)c1ccco1)Nc1ccccc1OC(F)F,-2%,1.1%,-4%,-1%,1.0%,10%,9%,-0.6%,12%,
O=C(Nc1cccc(S(=O)(=O)N2CCCCC2)c1)c1ccc(S(=O)(=O)C(F)F)cc1,-2%,16%,4%,1%,-8.4%,7%,8%,-1.8%,4%,
COc1ccc(C(=O)CSc2nnc(CN3CCCCC3)n2-c2ccc(F)cc2)cc1,-10%,-0.5%,1%,2%,-13%,-1%,6%,2.0%,1%,
Cc1nc2ncnn2c(N2CCN(C(=O)c3cccc(F)c3)CC2)c1C,-9%,2.1%,-4%,5%,-5.0%,12%,0%,1.2%,25%,

# Screens: PubChem BioAssay, several laboratories
